# AMA1-RON2 inh = AMA1-RON2 (P. falciparum) interaction inhibition. AlphaScreen AMA1-biotinylated RON2 peptide binding. hit rate 0.2% among 360,000. Potency, µM (doses to about 58.2 µM), without a hit: at the highest dose activity change, negative = inhibition, actives largely listed as inhibitors;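 also: potency is read from the fitted curve at half-maximal effect; 0% = vehicle wells and -100% = peptide control; nearly all actives have a fitted effect of over 45% in size; some results filed as inactive show a strong effect at the top dose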
#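 AMA1 (3D7) with his tag at 25 nM final met compounds first, then biotinylated RON2 peptide at 25 nM; detection used donor plus acceptor beads, 10 µg/mL apiece, read by AlphaScreen after 30 min at room temperature.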
# Sm TGR block = S. mansoni TGR enzyme inhibition; AID 485364; Q962Y6; purified TGR, DTNB reduction, TNB absorbance 405 nm; Potency, µM (top dose mostly 114 µM), for inactives: at the highest dose activity change, negative = inhibition, actives largely listed as inhibitors; hit rate 3% among 360,000; also: potency is read from the fitted curve at half-maximal effect; nearly all actives have a fitted effect of over 60% in size
#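 Kinetic colorimetric format: TGR-catalysed, NADPH-driven DTNB reduction monitored via TNB absorbance. Enzyme dispensed at 20 nM; compound exposure 15 min at room temperature before reaction start.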
# Giardia FBPA inh = inhibitors of Giardia lamblia fructose-1,6-bisphosphate aldolase | Potency, µM (titrated, usually from 59.6 µM), for inactives: top-dose activity, negative = inhibition, actives largely listed as inhibitors | hit rate 0.71% among 290,000 | A8B2U2 | purified Giardia FBPA; also: potency is read from the fitted curve at half-maximal effect; nearly all actives have a fitted effect of over 55% in size
# Target sequence (A8B2U2 whole entry, looked up): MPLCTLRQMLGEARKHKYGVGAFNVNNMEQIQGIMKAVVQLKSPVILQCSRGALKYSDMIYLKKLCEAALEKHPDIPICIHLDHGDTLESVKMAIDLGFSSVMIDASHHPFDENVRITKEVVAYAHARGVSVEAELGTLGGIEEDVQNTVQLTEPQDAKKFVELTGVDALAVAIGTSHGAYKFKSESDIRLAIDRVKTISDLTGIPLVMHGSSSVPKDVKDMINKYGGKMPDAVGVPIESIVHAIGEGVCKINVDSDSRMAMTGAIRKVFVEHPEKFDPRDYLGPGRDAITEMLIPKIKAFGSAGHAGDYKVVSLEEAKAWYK
#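 Giardia FBPA (40 nM reagent) was preincubated 10 min at RT with compound (up to 57.5 uM final), then substrate plus GAPDH/TPI/NAD/arsenate coupling system with diaphorase/resazurin was added; resorufin fluorescence (525/598 nm) was read after 20 min.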
# HCMV inh = inhibitors of human cytomegalovirus | activity change, negative = inhibition, % at 57.5 µM | hit rate 4.5% among 410,000 | HFF cells, HCMV-luciferase reporter, 72 h; active compounds read low; in the data active = activity change below about -60%; inconclusive = no clear call, values can overlap the other calls; inactive = above about -39%
#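 Steps: HFFs plated, 16 h 37C; compounds added; HCMV-luciferase added to MOI 1 PFU/cell; 72 h 37C; OneGlo reagent, 5 min room temperature; luminescence read, normalized to controls.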
# AmpC detergent = AmpC beta-lactamase inhibition with detergent present | P00811 | Potency, µM (highest dose often 114 µM), for the others: at the highest dose activity change, negative = inhibition, actives largely listed as inhibitors | AmpC hydrolysis of nitrocefin, absorbance 480 nm, 0.01% Triton | hit rate 0.041% among 370,000;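 also: potency is read from the fitted curve at half-maximal effect; 0% = no-compound wells and -100% = no-enzyme wells; nearly all actives have a fitted effect of over 25% in size; some results filed as inactive show a strong effect at the top dose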
# Target sequence (P00811 whole entry, looked up): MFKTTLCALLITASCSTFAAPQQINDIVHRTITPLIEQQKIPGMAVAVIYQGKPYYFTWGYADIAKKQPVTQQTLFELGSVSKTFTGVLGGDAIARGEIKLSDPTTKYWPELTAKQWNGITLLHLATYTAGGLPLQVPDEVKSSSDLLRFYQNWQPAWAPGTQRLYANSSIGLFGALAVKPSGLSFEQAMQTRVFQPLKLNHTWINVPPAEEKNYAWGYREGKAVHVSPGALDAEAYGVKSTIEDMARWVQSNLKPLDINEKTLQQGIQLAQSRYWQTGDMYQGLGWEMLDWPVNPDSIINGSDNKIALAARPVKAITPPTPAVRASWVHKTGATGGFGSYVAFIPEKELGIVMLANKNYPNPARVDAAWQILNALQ
#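 AmpC (5.3 nM in the dispensed reagent) in 20 mM phosphate pH 7.0 with 0.01% (detergent screen) or 0.0001% Triton X-100 was preincubated with compounds for 15 min at room temperature. Nitrocefin was then added from an 800 uM solution, and hydrolysis was followed at 480 nm.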
# HCV inhibitor = HCV inhibition; Potency, µM (doses to about 41.8 µM), inactives show top-dose activity change, negative = inhibition, most hits filed as inhibitors; hit rate 3.4% among 340,000; Huh7.5.1 HCVcc-Cre infection, luciferase reporter, 44 h; also: potency is read from the fitted curve at half-maximal effect
#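 Luciferase read-out (15 sec integration) after a 15 min room-temperature substrate step quantifies HCVcc-Cre infection. Cells, 1,000 per well, had compound added 4 h post-plating, then virus at ~0.5 moi, and were cultured 44 h.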
# Active calls of the source: *; ? = inconclusive; · = no result given; & = joins results of further samples; [ ] = remark or other dose. Unless noted, calls follow the shape of the dose curve; as a rule, active = well fitted curve in the direction sought with a large enough effect; inconclusive = small, poorly fitted or top-dose-only effect, or another doubt; inactive = no such curve, though single readings can be large; an effect the other way counts as inactive or inconclusive. Unless noted, % is scaled to controls: 0 for no effect and ±100 for the full control effect.
(1) CNC(=O)c1cc2c(=O)n3cc(C)ccc3nc2n(Cc2ccco2)c1=N
(2) CC(=O)Nc1cccc(C(=O)Nc2ccccc2C(=O)O)c1
(3) CC(C)c1nc2oc3c(NCc4ccccn4)ncnc3c2c2c1COC(C)(C)C2
(4) COc1ccnc2c1c(=O)n(Cc1ccc(Cl)cc1Cl)c(=O)n2C
(5) COc1ccc(CCCC(=O)NCCc2ccccc2)c(C)c1
(6) CC1=NNC(=O)C1CCC(=O)N/N=C/c1ccc(Cl)cc1 (configuration not stated)
(7) Cc1ccc(OCC(=O)N2CCCc3ccccc32)cc1
(8) O=C(COC(=O)CCSc1ccccc1)Nc1ccccc1
Screen / compound no.,1,2,3,4,5,6,7,8
HCV inhibitor,·,0%,5%,-16%,1%,16%,-1%,14%
AmpC detergent,-8%,4%,·,-1%,-14%,0%,-4%,·
Sm TGR block,4%,5%,·,-1%,-17%,16%,-13%,·
HCMV inh,·,26,26,-14,29,-20,-21,-22
AMA1-RON2 inh,·,-11%,14%,-1%,-6%,-22%,30%[activator],21%
Giardia FBPA inh,-4%,-11%,·,12%,4%,1%,3%,·

(9) CC1(C)Cc2c(cnn2-c2ccc(F)cc2)C(NC(=O)CCC(F)(F)F)C1 (configuration not stated)
(10) CCc1ccc(NC(=O)CCS(=O)(=O)c2cccc3nsnc23)cc1
(11) CCc1cc2c(=O)c(-c3nc4ccccc4n3C)coc2c(CN2CCCCC2)c1O
(12) CCc1nc2ccccc2c(NC(=O)CN2CC(C)CC(C)C2)c1C (configuration not stated)
(13) CCOC(=O)c1scc(-c2ccccc2)c1S(=O)(=O)N1CCN(c2ccc(Cl)cc2)CC1
(14) CCOC(=O)C(CO)NC(=O)C1(NC(C)=O)CCCC1 (configuration not stated)
(15) Cc1ncc(CO)c2cc(-c3nnc(Nc4ccc5c(c4)OCO5)s3)c(=O)oc12
(16) Cc1ccc(S(=O)(=O)N2CCC(NC(=O)C3CCCCC3)CC2)cc1
Screen / compound no.,9,10,11,12,13,14,15,16
HCV inhibitor,-11%,-5%,10%,-12%,·,11%,0%,14%
AmpC detergent,9%,2%,-7%,0%,17%,·,4%,-6%
Sm TGR block,0%,-6%,1%,17%,4%,·,-2%,-2%
HCMV inh,64,-7,45,-38,0,0,-35,22
AMA1-RON2 inh,-1%,-5%,-5%,-1%,·,-3%,12%,-4%
Giardia FBPA inh,13%,-4%,-12%,13%,·,·,5%,4%

(17) COC(=O)c1ccc(CSc2ccc3nnc(-c4ccc(OC)c(OC)c4)n3n2)o1
(18) COc1ccc(C2c3c(-c4ccccc4)n[nH]c3C(=O)N2c2ccc(C(=O)O)cc2)cc1 (configuration not stated)
(19) Cc1cccn2c(=O)c3cc(C(=O)NCc4cccnc4)c(=N)n(C(C)C)c3nc12
(20) O=[N+]([O-])c1cc(S(=O)(=O)N2CCCC2)ccc1OCCOc1ccccc1
(21) O=C(NCCCNC(=O)c1cnccn1)c1ccc(Cl)c(Cl)c1
(22) S=C(NCCc1ccccn1)Nc1ccccc1
(23) N#Cc1ccc2c(c1)nnn2-c1ccccc1
(24) O=C(COc1ccccc1/C=C1\SC(=O)NC1=O)Nc1ccccc1
Screen / compound no.,17,18,19,20,21,22,23,24
HCV inhibitor,-17%,15%,?,?,10%,-18%,?,-7%
AmpC detergent,·,-9%,0%,4%,1%,6%,·,3%
Sm TGR block,·,11%,-7%,4%,0%,2%,·,21%
HCMV inh,-4,-12,-24,-20,36,?,2,-8
AMA1-RON2 inh,1%,2%,26%,-1%,16%,15%,4%,-4%
Giardia FBPA inh,·,21%,-2%,·,-7%,4%,·,5%

(25) C=CCN1C(=O)C(CC(=O)O)SC1=Nc1c(C)n(C)n(-c2ccccc2)c1=O (configuration not stated)
(26) COc1ccc(N2CCN(CCCNC(=O)c3c(C)nn(-c4ccc(F)cc4)c3-n3cccc3)CC2)cc1
(27) CCc1c(C)nc(N)nc1Cl
(28) O=C(O)Cn1cnc2scc(-c3ccccc3)c2c1=O
(29) CCC(Sc1nc(N)c(NC(=O)c2ccc(OC)c(OC)c2)c(=O)[nH]1)C(=O)OC (configuration not stated)
(30) Cc1c(Cl)cccc1N(CC(=O)N1CCCCCC1)S(C)(=O)=O
(31) O=CNCCCc1nc2ccccc2n1CCc1ccccc1
(32) O=C(O)CCc1[nH]c2ccccc2c1Sc1ccccc1
Screen / compound no.,25,26,27,28,29,30,31,32
HCV inhibitor,11%,·,4%,12%,8%,15%,22%,28%
AmpC detergent,-13%,4%,0%,1%,-14%,?,-5%,-15%
Sm TGR block,10%,-5%,-20%,-9%,0%,-3%,-22%,4%
HCMV inh,31,-25,?,-5,-8,-22,-15,-33
AMA1-RON2 inh,-2%,·,-6%,-5%,11%,10%,7%,1%
Giardia FBPA inh,3%,·,-4%,-5%,-8%,1%,11%,-3%

(33) COc1ccc(OC)c(C(c2nnnn2C2CCCC2)N2CCN(c3ccccc3)CC2)c1 (configuration not stated)
(34) COc1ccc(NC(=O)CN(C)S(=O)(=O)c2cccc3nsnc23)cc1
(35) CCN1CCN(Cc2cc3c(cc2[N+](=O)[O-])OCO3)CC1
(36) CCCCN1CCC(O)(c2ccccc2)C(C(=O)c2ccccc2)C1 (configuration not stated)
(37) N#CC(C#N)=C1C=CC=CN1/C(=C\c1ccccc1Cl)C(=O)c1ccccc1
(38) Cc1ccc(C)c(Cn2c3ccccc3c3cnn(CC(=O)N4CCCCC4)c(=O)c32)c1
(39) CN(C)CCN(C(=O)c1ccc2ccccc2c1)c1nc2cc3c(cc2s1)OCCO3
(40) CCCCN(CC)C(=O)c1cc2c(=O)n3cccc(C)c3nc2s1
Screen / compound no.,33,34,35,36,37,38,39,40
HCV inhibitor,-24%,-19%,19%,?,?,·,·,-10%
AmpC detergent,-14%,3%&1%,-11%,3%,-1%,23%,3%,-16%&-6%
Sm TGR block,0%,-34%&-2%,-7%,0%,0.28µM*,-2%,-20%,?
HCMV inh,-6,-18&-14,-19,?,?,-3,97,51&32
AMA1-RON2 inh,?,-9%,10%,-12%,-8%,·,-15%,42%[activator]
Giardia FBPA inh,-14%,2%,?,7%,?,·,·,-2%

(41) CCC(=O)NCCc1sc2nc(-c3ccc(OC)cc3)nn2c1C
(42) Cc1cc2nc(-c3ccc(=O)[nH]c3)n(Cc3ccccc3)c2cc1C
(43) Cc1ccccc1Cn1c(=O)n(CCC(=O)NCc2ccco2)c(=O)c2sccc21
(44) CC1Cc2ccccc2N1CC(=O)NC(=O)NCc1ccco1 (configuration not stated)
(45) COC(=O)c1ccc(COc2ccccc2/C=N/NS(=O)(=O)c2ccccc2)cc1
(46) Cc1cc(C)c2c(=O)cc(C(=O)Nc3sc4c(c3C(=O)NCc3ccco3)CCCC4)oc2c1
(47) COc1cccc(-c2cc(C(F)(F)F)n3nc(C(=O)N4CCC5(CC4)OCCO5)cc3n2)c1
(48) C/C(=N\N)c1c(-c2ccccc2)c2cc(Br)ccc2[nH]c1=O
Screen / compound no.,41,42,43,44,45,46,47,48
HCV inhibitor,·,-4%,·,-26%,10µM*,·,-29%,19%
AmpC detergent,4%,1%,20%,-13%,-9%,-2%,-1%,8%
Sm TGR block,7%,-3%,-1%,?,2%,-2%,-4%,1%
HCMV inh,60,122,?,14,-86*,-13,-15,·
AMA1-RON2 inh,·,-5%,·,-12%,-1%,·,-1%,-16%
Giardia FBPA inh,·,-2%,·,-7%,1%,·,0%,2%

# Reformatted as tab-separated lines: entries from further up.
entry	smiles	HCV inhibitor	AmpC detergent	Sm TGR block	HCMV inh	AMA1-RON2 inh	Giardia FBPA inh
35	CCN1CCN(Cc2cc3c(cc2[N+](=O)[O-])OCO3)CC1	19%	-11%	-7%	-19	10%	?
36	CCCCN1CCC(O)(c2ccccc2)C(C(=O)c2ccccc2)C1 (configuration not stated)	?	3%	0%	?	-12%	7%
37	N#CC(C#N)=C1C=CC=CN1/C(=C\c1ccccc1Cl)C(=O)c1ccccc1	?	-1%	0.28µM*	?	-8%	?
38	Cc1ccc(C)c(Cn2c3ccccc3c3cnn(CC(=O)N4CCCCC4)c(=O)c32)c1	·	23%	-2%	-3	·	·
39	CN(C)CCN(C(=O)c1ccc2ccccc2c1)c1nc2cc3c(cc2s1)OCCO3	·	3%	-20%	97	-15%	·
40	CCCCN(CC)C(=O)c1cc2c(=O)n3cccc(C)c3nc2s1	-10%	-16%&-6%	?	51&32	42%[activator]	-2%
41	CCC(=O)NCCc1sc2nc(-c3ccc(OC)cc3)nn2c1C	·	4%	7%	60	·	·
42	Cc1cc2nc(-c3ccc(=O)[nH]c3)n(Cc3ccccc3)c2cc1C	-4%	1%	-3%	122	-5%	-2%
43	Cc1ccccc1Cn1c(=O)n(CCC(=O)NCc2ccco2)c(=O)c2sccc21	·	20%	-1%	?	·	·
44	CC1Cc2ccccc2N1CC(=O)NC(=O)NCc1ccco1 (configuration not stated)	-26%	-13%	?	14	-12%	-7%
45	COC(=O)c1ccc(COc2ccccc2/C=N/NS(=O)(=O)c2ccccc2)cc1	10µM*	-9%	2%	-86*	-1%	1%

# (next part)
(49) C[C@]12C(=O)N(c3ccc(C(F)(F)F)cc3)C(=O)N1[C@H]1c3ccccc3OC[C@@H]1[C@H]2c1ccccc1
(50) O=C(N/N=C1\CCCc2ccccc21)c1ccccc1Cl
(51) Cc1cc(C)c(S(=O)(=O)Nc2ccc3oc4c(c3c2)C(=O)CC(C)(C)C4)cc1C
(52) Nc1c(C(=O)c2ccc(Cl)cc2)oc2ccccc12
(53) COC(=O)Cc1c(C)c2ccc(OC(C)C)cc2oc1=O
(54) CCCCOC(=O)CSc1nnc(-c2ccccc2)o1
(55) Cc1ccc(-c2cc3ncc4c(n3n2)-c2cc(Cl)ccc2OC4)cc1
(56) COc1ccc(COC(=O)C2=C(C)NC(=O)NC2c2cc(OC)ccc2OC)cc1 (configuration not stated)
Screen / compound no.,49,50,51,52,53,54,55,56
HCV inhibitor,11%,-7%,·,37%[activator],-23%,·,·,?
AmpC detergent,·,-5%,1%,?,4%,7%,-1%,-7%
Sm TGR block,·,0%,2%,-20%,12%,11%,-3%,-21%
HCMV inh,-27,48,-20,85,0,-8,21,52
AMA1-RON2 inh,-12%,61%[activator],·,-3%,-6%,·,·,-17%
Giardia FBPA inh,·,0%,·,-2%,0%,·,·,2%

(57) COc1ccc(NC(=O)N2CCc3ccccc3C2)cc1OC
(58) O=C(NC1=NCCS1)c1ccc(Cl)c(Cl)c1
(59) CCCCC1CC(/C(C)=N/NC(N)=O)OC1=O (configuration not stated)
(60) CC(C)(C)Nc1nc(-c2ccccn2)nc2ccccc12
Screen / compound no.,57,58,59,60
HCV inhibitor,-15%,-20%,-9%,4.5µM*
AmpC detergent,-4%,-16%,?,-1%
Sm TGR block,48%[activator],0%,34%,-10%
HCMV inh,-6,149,91,-100*
AMA1-RON2 inh,-3%,97%[activator],-12%,-23%
Giardia FBPA inh,3%,3%,9%,21%
